Casp1 inh: blocks human caspase-1 allosterically or competitively. AID 900. Caspase-1 enzyme, Ac-WEHD-AFC fluorogenic rate. 75,000 tested, 0.03% active. Potency, µM (titrated, usually from 57.5 µM), inactives show at the highest dose activity change, negative = inhibition, hits mostly inhibitors;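 also: potency is read from the fitted curve at half-maximal effect; plate controls were vehicle for no effect and no substrate for full effect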
TexasRed autofl: Texas Red region autofluorescence | 59,000 tested, 0.06% active | Compound fluorescence, Texas Red channel, 547/618 nm; stronger effect = higher value | max dye-equivalent concentration, M; in the data active = max dye-equivalent concentration above about 10 nM; inconclusive = between about 1.1 nM and that limit
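Compound titrations in 100 mM Tris pH 8.0 were incubated 15 min at room temperature and read at 547 nm excitation / 618 nm emission. Texas Red six-point standard curve on each plate converted fluorescence to dye-equivalent concentration.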
HEK293 cAMP cs: raises cAMP in parental HEK293 cells, TSHR agonist counter-screen | Potency, µM (series often up to 57.1 µM), without a hit: top-dose activation, hits mostly activators | 73,000 tested, 2.5% active | parental HEK293 CNG cAMP sensor, membrane potential fluorescence; also: potency is read from the fitted curve at half-maximal effect; % of control where 0% means no effect; nearly all actives have a fitted effect of over 55% in size
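Parental HEK 293 cells stably expressing a cAMP-gated CNG channel were loaded with membrane potential dye containing 100 uM RO 20-1724 for 60 min. Compound added for 30 min; depolarization read as fluorescence intensity at 590 nm.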
HADH2 inhib: blocks human hydroxyacyl-CoA dehydrogenase type II. Q99714. Potency, µM (top dose mostly 57.1 µM), without a hit: at the highest dose activity change, negative = inhibition, usual class: inhibitors. recombinant HADH2, NADH fluorescence, beta-hydroxybutyryl-CoA. 73,000 tested, 3.4% active. AID 886; also: potency is read from the fitted curve at half-maximal effect; % is scaled to controls: 0 for no effect and ±100 for the full control effect; nearly all actives have a fitted effect of over 60% in size; many of its hits are not listed in these tables
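His-tagged recombinant enzyme from E. coli, 20 nM, preincubated 15 min RT with compound; reaction started with 1 mM NAD+ and 90 uM beta-hydroxybutyryl-CoA in 100 mM Tris-HCl pH 9.0. NADH fluorescence (ex 360/em 450) read over 4 min; last-minus-first difference.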
FLuc inh: blocks Photinus pyralis firefly luciferase activity; 72,000 tested, 2.2% active; AID 411; Potency, µM (highest dose often 57.1 µM), inactives show at the highest dose activity change, negative = inhibition, most hits filed as inhibitors; purified firefly luciferase, luminescence, 8 min; also: potency is read from the fitted curve at half-maximal effect; % is scaled to controls: 0 for no effect and ±100 for the full control effect; nearly all actives have a fitted effect of over 40% in size
Target sequence (P08659 whole entry, looked up): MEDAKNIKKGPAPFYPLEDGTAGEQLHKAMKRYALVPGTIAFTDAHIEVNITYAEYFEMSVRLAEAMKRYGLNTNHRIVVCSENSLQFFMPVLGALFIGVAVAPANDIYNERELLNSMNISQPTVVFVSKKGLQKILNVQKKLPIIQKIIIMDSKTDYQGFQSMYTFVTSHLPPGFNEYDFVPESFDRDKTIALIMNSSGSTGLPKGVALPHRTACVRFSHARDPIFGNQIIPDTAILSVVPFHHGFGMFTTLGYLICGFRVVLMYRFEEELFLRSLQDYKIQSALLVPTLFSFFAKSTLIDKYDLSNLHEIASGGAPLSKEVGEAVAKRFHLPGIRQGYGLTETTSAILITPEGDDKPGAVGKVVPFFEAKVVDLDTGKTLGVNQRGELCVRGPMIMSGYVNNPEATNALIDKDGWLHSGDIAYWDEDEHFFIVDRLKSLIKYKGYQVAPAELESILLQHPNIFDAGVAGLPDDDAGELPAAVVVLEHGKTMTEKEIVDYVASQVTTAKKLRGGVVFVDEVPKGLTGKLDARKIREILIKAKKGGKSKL
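Titration-based qHTS; buffer 50 mM imidazole pH 7.2, 50 mM KCl, 7 mM MgCl2, 10 uM ATP, 0.01% Tween 20, 0.05% BSA; luciferase/luciferin detector mix added after compound; 8 min, ambient; luminescence.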
Caspase-7 inhib: blocks human caspase-7 allosterically or competitively; P55210; recombinant caspase-7, Ac-DEVD-AFC fluorescence rate; Potency, µM (titrated, usually from 57.5 µM), inactives show at the top dose activity change, negative = inhibition, hits mostly inhibitors; 75,000 tested, 0.02% active; AID 889; active = well fitted inhibition curve with a large enough effect in the main read-out, with a control signal flat, not every such curve was filed as active; inconclusive = small, poorly fitted or top-dose-only effect, or a change in a side signal; also: potency is read from the fitted curve at half-maximal effect; % of control where 0% means no effect
Target sequence (P55210 24-198 limits assumed): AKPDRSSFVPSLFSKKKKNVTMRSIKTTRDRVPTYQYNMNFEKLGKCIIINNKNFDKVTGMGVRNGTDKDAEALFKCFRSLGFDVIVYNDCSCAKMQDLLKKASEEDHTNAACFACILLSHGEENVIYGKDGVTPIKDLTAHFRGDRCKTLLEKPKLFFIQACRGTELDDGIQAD
Target sequence (P55210 207-303 limits assumed): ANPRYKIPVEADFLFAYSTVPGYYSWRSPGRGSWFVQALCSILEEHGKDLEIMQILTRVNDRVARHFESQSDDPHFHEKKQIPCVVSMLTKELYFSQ
Tau filament bind: binds recombinant human tau filaments. Potency, µM (highest dose often 57.1 µM), for the others: at the top dose activity change, negative = inhibition. AID 596. recombinant tau filaments, thioflavin S fluorescence, 15 h; filaments grown with octadecylsulfate alongside compound. 71,000 tested, 2% active. P10636;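 also: potency is read from the fitted curve at half-maximal effect; % is scaled to controls: 0 for no effect and ±100 for the full control effect; actives lower thioflavin S fluorescence by blocking filaments or displacing dye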
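Quantitative HTS: thioflavine S signal from ODS-induced tau filaments, excited at 450 nm, emission 510 nm. Conditions: 1 uM tau, 30 uM ODS, 15 h at 37 C, pH 7.4.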
Fluorescein fluor: fluorescein region autofluorescence; Compound autofluorescence, 480/540 nm, fluorescein-equivalent; stronger effect = higher value; max fluorescein-equivalent concentration, M; 59,000 tested, 0.91% active; AID 593; in the data active = max fluorescein-equivalent concentration above about 10 nM; inconclusive = between about 1.1 nM and that limit
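Normalized response (dye-equivalent concentration) derives from comparing each well's 540 nm emission, under 480 nm excitation, with plate-resident fluorescein standards. Compounds were held in 100 mM Tris, pH 8.0, for 15 min at room temperature.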
USP2a inh: blocks human ubiquitin-specific protease USP2a; 60,000 tested, 0.1% active; USP2a enzymatic assay, qHTS inhibition; Potency, µM (doses to about 38.3 µM), inactives show at the top dose activity change, negative = inhibition, actives largely listed as inhibitors; O75604;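 also: potency is read from the fitted curve at half-maximal effect; nearly all actives have a fitted effect of over 60% in size; plate controls were DMSO for no effect and NEM full inhibition control for full effect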
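Inhibition is measured in a cell-free coupled assay with 20 nM USP2 core, 20 nM Ub-PLA2 and 20 uM NBD C6-HPC, 2.5 h incubation. Activity normalized to NEM control.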
Rhodamine autofl: compound fluoresces in the rhodamine spectral region. Rhodamine-region fluorescence, 547/598 nm, Tris buffer; stronger effect = higher value. max dye-equivalent concentration, M. 59,000 tested, 0.05% active; in the data active = max dye-equivalent concentration above about 11 nM; inconclusive = between about 1.1 nM and that limit
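Steps: pin-transfer compounds into pH 8.0 Tris (100 mM), hold 15 min at room temperature, image with a 547/598 nm filter pair, and convert intensities to rhodamine-equivalent concentration using a six-point on-plate rhodamine series.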
ERK AVP block: blocks ERK signaling stimulated by vasopressin; HEK293-V1b, vasopressin-stimulated pERK AlphaScreen; Potency, µM (doses to about 57.5 µM), without a hit: at the top dose activity, negative = inhibition, hits mostly inhibitors; 72,000 tested, 0.99% active; AID 995; also: potency is read from the fitted curve at half-maximal effect; % is scaled to controls: 0 for no effect and ±100 for the full control effect; nearly all actives have a fitted effect of over 55% in size
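HEK293 cells stably expressing V1b receptor, seeded overnight in 1% FBS, were treated with compounds for 30 min at 37C, then stimulated 5 min with 25 nM vasopressin; phospho-ERK read by AlphaScreen SureFire after lysis.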
* hit, by the source's call; i = inactive; ? = inconclusive; . = no result given; [ ] = dose if it differs, or a comment. Unless noted, calls follow the shape of the dose curve; as a rule, active = well fitted curve in the direction sought with a large enough effect; inconclusive = small, poorly fitted or top-dose-only effect, or another doubt; inactive = no such curve, though single readings can be large; an effect the other way counts as inactive or inconclusive. This is a subset, so the mix of outcomes need not match the whole.

Second line of a record – Casp1 inh | TexasRed autofl | HEK293 cAMP cs | HADH2 inhib | FLuc inh | Caspase-7 inhib | Tau filament bind | Fluorescein fluor | USP2a inh | Rhodamine autofl | ERK AVP block
- CC(=O)c1c(C)[nH]c(C(=O)NCCc2cccc(C)c2)c1C
 : -2% | ? | 15% | 0% | -15% | -2% | 1% | i | 17% | i | 26%
- CCCCCCCCCCCCCCSCC(=O)O
 : -3% | i | 1% | ? | 3% | -4% | 28% | i | -15% | i | 4%
- Cc1csc2ncc(C(=O)Nc3ccc4c(c3)OCCO4)c(=O)n12
 : -8% | . | 6% | -2% | -17% | 2% | 91% | . | . | . | .
- C=CCn1c(SCc2ccc(C(=O)OC)cc2)nnc1-c1sc(N)nc1C
 : 2% | i | 12% | 1% | 3% | 1% | -2% | ? | -3% | i | -26%
- c1ccc(COc2ccc(CNn3cnnc3)cc2)cc1
 : 1% | i | 4% | 7% | -1% | -1% | 4% | i | 6% | i | -18%
- Cc1nc(NC2=NCN(CCN3CCOCC3)CN2)nc2c(C)cccc12
 : 2% | i | 1% | 3% | 2% | -3% | 4% | i | -1% | i | -11%
- CCN(CC)S(=O)(=O)c1ccc2c(c1)c(=O)c(C(=O)N1CCN(c3ccccc3)CC1)cn2C
 : 0% | i | 1% | -8% | 0% | -1% | 8% | ? | 24% | i | 7%
- O=C(Nc1ccccc1F)c1cc(S(=O)(=O)N2CCCCC2)cs1
 : 0% | i | 4% | 11% | 2% | 1% | 5% | i | 11% | i | -3%
- CCN(CC)CCN1C(=O)c2ccccc2NC1c1cccc(F)c1 (configuration not stated)
 : -8% | . | ? | -22% | 1% | -18% | -20% | . | -1% | . | 23%
- CCC1CCCCN1C(=O)c1cc2cc(Br)ccc2oc1=O (configuration not stated)
 : -1% | . | 11% | -3% | 2% | 0% | -14% | . | . | . | .
- CC1=C(C(=O)OCC(C)C)C(c2cccc(F)c2)N2C(=O)C(C)SC2=N1 (configuration not stated)
 : -3% | ? | ? | -1% | 1% | 3% | -13% | i | -4% | i | 16%
- CCOC(=O)C1CCCN(c2c(Nc3cccc(C)c3)c(=O)c2=O)C1 (configuration not stated)
 : 2% | . | 8% | -22% | -4% | -1% | -21% | . | . | . | -8%
- c1ccc(Sc2ncnc3c2oc2ccccc23)nc1
 : 0% | i | 2% | -10% | -12% | -1% | 1% | i | ? | i | -8%
- Cc1cccc(NS(=O)(=O)c2ccccc2)n1
 : 0% | . | 4%[11.4 µM] | 20%[11.4 µM] | 0% | 2% | 0%[11.4 µM] | . | 5%[7.66 µM] | . | -9%
- CC(c1nnc(SCC(=O)c2c(N)n(C)c(=O)n(C)c2=O)n1-c1ccc(Cl)cc1)N(C)C (configuration not stated)
 : -2% | i | 13% | -9% | 5% | -4% | 5% | i | 0% | i | 40µM*
- O=C(Nc1nc2ccc(S(=O)(=O)N3CCCCC3)cc2s1)C1CCCO1 (configuration not stated)
 : 1% | i | -3% | -1% | 3% | -5% | 1% | ? | 19% | i | ?
- Cn1ncc(Cl)c1C(=O)Nc1cccnc1
 : -2% | i | 8% | -1% | 2% | -1% | 0% | i | 1% | i | -17%
- Cc1nc2cc(C(F)(F)F)ccc2n1C1CCN(C(=O)N2CCOCC2)CC1
 : 1% | i | 23% | 20% | 1% | -3% | 4% | i | 30%[activator] | i | 1%
- Cc1nc2ccc(CCO)cc2s1
 : 0% | i | 5% | 1% | 0% | 2% | -1% | i | 4% | i | 29%
- O=C(NCCN1CCOCC1)[C@H](Cc1ccccc1)N1C(=O)c2ccccc2C1=O
 : -4% | i | 2% | 4% | 0% | -3% | -1% | i | 5% | i | -12%
- CCc1ccc2oc(-c3cccc(NC(=O)c4cccnc4)c3)nc2c1
 : -3% | i | -11% | 13% | 5µM* | -2% | 137% | i | 37%[activator] | i | 25µM*
- COc1ccc(CCN(C(=O)c2ccccc2)C2=CC3CCC(C2)N3C)cc1OC (configuration not stated)
 : 0% | i | -9% | 0% | 0% | 0% | 3% | i | -5% | i | 1%
- O=C1C2CCCN2C(c2ccccc2F)N1c1ccc(Cl)cc1 (configuration not stated)
 : -3% | i | 5% | 5% | -1% | -2% | -4% | i | 12% | i | 7%
- Cc1noc(C)c1C(=O)Nc1cccnc1
 : 1% | i | 8% | -11% | 7% | 1% | 1% | i | -6% | i | -18%
- COc1ccc(CN2C(=O)C3C4C=CC(C4)C3C2=O)cc1 (configuration not stated)
 : 1% | i | 13% | 3% | 2% | -1% | -7% | i | 1% | i | -3%
- COc1ccc(S(=O)(=O)N2CCCC(C(=O)O)C2)cc1 (configuration not stated)
 : 5% | . | -4%[11.4 µM] | 4%[11.4 µM] | 1% | 0% | 7%[11.4 µM] | . | 4%[7.66 µM] | . | 3%
- O=C(c1ccc(F)cc1)c1ccc(N2CCCC2)cc1
 : ? | . | ? | -8% | -30% | ? | 17% | . | 0% | . | 62%[activator]
- COc1ccccc1N1CCN(S(=O)(=O)c2cccc3nsnc23)CC1
 : -4% | i | 15% | -13% | 1% | 0% | -30% | i | 7% | i | -25%
- Cc1ccc(C(=O)Nc2nnn(C)n2)cc1
 : 0% | i | 3% | -8% | 25µM* | 0% | 3% | i | -27% | i | -4%
- COC(=O)c1ccc(CSc2nc3scc(-c4cccs4)c3c(=O)[nH]2)o1
 : -6% | i | ? | 10µM* | 0% | -17% | ? | ? | 19% | i | -30%
- CC1(C)CCC[C@@]2(C)[C@@H]1CC[C@]1(C)OC(=O)C[C@@H]21
 : . | i | ? | 11% | 0%[11.4 µM] | . | -15% | i | . | i | .
- CN1CCN(CC(=O)Nc2c(C(=O)C3CC3)oc3ccccc23)CC1
 : -2% | i | ? | 19% | 1% | 2% | 60% | i | 6% | i | ?
- Cc1nc(SCc2c(F)cccc2Cl)c2c(=O)n(C)c(=O)n(C)c2n1
 : -4% | . | ? | ? | -1% | -3% | 171% | . | . | . | .
- CCOC(=O)c1cnc2c(C(F)(F)F)cccc2c1N1CCOCC1
 : -6% | i | -14% | ? | 0% | -8% | 16µM* | i | 42%[activator] | i | ?
- COc1ccc(C(=O)COC(=O)CCn2nnc(-c3cccc(O)c3OC)n2)cc1
 : -1% | i | 11% | 9% | -4% | 4% | 8% | i | 1% | i | 21%
- CC(O)COc1ccc(/C(=N/O)c2ccccc2)cc1 (configuration not stated)
 : 0% | i | 21% | 3% | -1% | -1% | 0% | i | 1% | i | 25%
- COc1ccc(C(=O)N2CCC[C@@]3(CCN(c4ncccn4)C3)C2)cc1
 : 1% | i | 1% | -2% | 0%[11.4 µM] | 0% | -20% | i | 5% | i | -16%
- CSC1=NCCN1C(=O)Cc1ccc(Cl)cc1
 : -2% | . | 9% | 14% | -2% | 2% | 2% | . | . | . | 16%
- O=C(Nc1ccccc1F)c1ccncc1
 : 1% | i | -11% | 8% | 2% | -3% | 11% | i | 6% | i | -2%
- C=CCn1c(SCC(=O)c2cc(C)n(C(C)COC)c2C)nc2sc(C)c(C)c2c1=O (configuration not stated)
 : -3% | i | 28% | -3% | 1% | 0% | 2% | ? | 0% | i | 5%
- CC(=O)Nc1nc(N2C(=O)c3ccccc3C2=O)n(-c2ccccc2)n1
 : 0% | i | 5% | 2% | 1% | 1% | -2% | i | 2% | i | 3%
- CCCCn1nnc(NC(=O)Cc2ccc(Cl)cc2)n1
 : 2% | ? | -3% | -4% | -1% | 1% | 0% | i | 5% | i | ?
- COc1ccc2cc(CN(C(=O)Nc3ccccc3OC)C3CCCC3)c(=O)[nH]c2c1
 : -3% | i | 10% | -6% | 1% | -4% | 16% | i | 220%[activator] | i | -11%
- Cn1c(CCNC(=O)c2ccccc2F)nnc1SCc1nc2ccccc2c(=O)[nH]1
 : -1% | i | 3% | -10% | 1% | -1% | 7% | i | 0% | i | -8%
- CCCCOc1ccc(S(N)(=O)=O)cc1
 : 1% | i | 8% | 12% | 1% | 0% | -10% | i | 5% | i | -19%
- Cc1csc2nc(CNS(=O)(=O)c3ccc4c(c3)CCCC4)cn12
 : -3% | . | 3% | -6% | 1% | 0% | 64% | . | . | . | .
- Cc1ccc(C)n1-c1ncn[nH]1
 : 2% | i | 15% | 8% | -1% | -1% | 6% | ? | -8% | i | -25%
- NCCSCCc1ccccc1
 : -3%[11.5 µM] | i | 4%[11.4 µM] | 10%[11.4 µM] | 2%[11.4 µM] | 1%[11.5 µM] | 5%[11.4 µM] | i | . | i | -15%[11.5 µM]
- O=c1[nH]c(=O)n([C@@H]2C[C@H](O)[C@H](CO)O2)cc1I
 : 1%[25.7 µM] | i | -3%[25.6 µM] | -5%[25.6 µM] | -2%[25.5 µM] | 2%[25.7 µM] | -4%[25.6 µM] | ? | 5%[17.1 µM] | i | 0%[25.7 µM]
